Source: PubChem BioAssay
FXIa inh mix = FXIa protease inhibitors in compound pools, primary screen, biochemical, 10-compound mixtures. inhibition, % at 5 µM. AID 680, 2007. purified FXIa, fluorogenic substrate, pooled mixtures. Coagulation factor XI (Homo sapiens), P03951. 0.19% of 62,000 active;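 note: each value is inhibition by a whole ten-compound pool holding the compound; 0% = enzyme with no mixture and 100% = wells lacking enzyme; strong numbers were not always called active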
Target sequence (P03951 19-387 limits assumed): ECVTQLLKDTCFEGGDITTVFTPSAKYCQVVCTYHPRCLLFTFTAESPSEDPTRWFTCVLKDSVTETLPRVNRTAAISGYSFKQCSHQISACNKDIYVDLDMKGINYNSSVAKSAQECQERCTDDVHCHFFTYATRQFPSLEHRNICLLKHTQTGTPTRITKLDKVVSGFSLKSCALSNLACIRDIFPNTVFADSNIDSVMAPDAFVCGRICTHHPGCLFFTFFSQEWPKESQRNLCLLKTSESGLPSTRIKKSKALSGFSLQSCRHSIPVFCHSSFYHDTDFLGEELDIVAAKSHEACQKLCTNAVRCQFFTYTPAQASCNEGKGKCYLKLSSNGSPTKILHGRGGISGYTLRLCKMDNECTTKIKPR
Target sequence (P03951 388-625 limits assumed): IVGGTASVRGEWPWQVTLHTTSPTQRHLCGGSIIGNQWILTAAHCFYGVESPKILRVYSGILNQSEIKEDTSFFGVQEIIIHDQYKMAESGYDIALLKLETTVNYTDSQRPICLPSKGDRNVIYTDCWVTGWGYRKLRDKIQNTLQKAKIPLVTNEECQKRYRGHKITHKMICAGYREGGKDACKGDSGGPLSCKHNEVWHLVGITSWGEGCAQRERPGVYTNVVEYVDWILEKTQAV
C1s inh = complement C1s protease inhibitors, primary screen, biochemical, 10-compound mixtures | Complement C1s subcomponent (Homo sapiens), P09871 | purified C1s, fluorogenic AMC substrate, pooled mixtures | mean inhibition % of two 10-compound mixtures (active compounds read high), % at 5 µM (by protocol) | 0.16% of 62,000 active | AID 538, 2006;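 active = inhibition above 20% in each of the two 10-compound mixture wells holding the compound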;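 note: 0% = enzyme wells lacking compound mixture and 100% = no-enzyme blank wells; some compounds called inactive have numbers as strong as hits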
FXIIa mix inh = human factor XIIa inhibitors, primary screen, biochemical, pooled compound mixtures, fluorogenic substrate | Coagulation factor XII (Homo sapiens), P00748 | purified FXIIa | inhibition, % at 5 µM | 0.2% of 62,000 active | AID 684, 2007;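 note: 0% = enzyme without compound and 100% = no enzyme blank; some results filed as inactive read as strong as hits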
A340 absorber = compound light absorbance at 340 nm, profiling panel, artefact control, biochemical, MLSMR library, data from PS, PMK, MK assays. 65,000 tested, under 10 active. fold change at 10 µM. compound absorbance at 340 nm, fold over control;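 active = at 10 µM dose, initial 340 nm absorbance at least 2 fold that of control wells; inactive = change under 2 fold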;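 note: initial absorbance extrapolated from kinetic A340 decline of NADH oxidation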
CatB inh = human cathepsin B inhibitors, primary screen, biochemical, fluorogenic substrate; purified cathepsin B, fluorescence; inhibition, %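 (tested at 10 µM)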; 0.1% of 63,000 active; P07858; in the data active = inhibition above about 21%;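 note: 0% = enzyme with no compound and 100% = no enzyme blank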
CatB mixtures = cathepsin B inhibitors from pooled compounds, primary screen, biochemical, compound mixtures, AMC fluorescence. P07858. Purified cathepsin B, AMC dipeptide fluorescence. inhibition, %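 (ten-compound pools at 5 µM per compound and 50 µM total)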. 0.06% of 62,000 active. AID 488, 2006; in the data active = inhibition above about 22%, passing the limit was not always enough;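 note: 0% = enzyme without compound and 100% = no enzyme blank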
CatS block = inhibitors of human cathepsin S, biochemical, compound mixtures; recombinant cathepsin S, AMC dipeptide fluorescence, pooled mixtures; inhibition, %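 (tested at 5 µM per compound within 10-compound mixtures)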; 0.06% of 62,000 active; in the data active = inhibition above about 32%, passing the limit was not always enough;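 note: 0% = enzyme without compound and 100% = blank without enzyme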
CatL inh = inhibitors of human cathepsin L, biochemical | purified cathepsin L, fluorogenic substrate, fluorescence | Procathepsin L (Homo sapiens), P07711 | AID 460, 2006 | inhibition, %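 (tested at 10 µM)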 | 0.17% of 58,000 active; in the data active = inhibition above about 45%;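 note: 0% = enzyme with no compound and 100% = no enzyme blank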
Target sequence (P07711 114-288 limits assumed): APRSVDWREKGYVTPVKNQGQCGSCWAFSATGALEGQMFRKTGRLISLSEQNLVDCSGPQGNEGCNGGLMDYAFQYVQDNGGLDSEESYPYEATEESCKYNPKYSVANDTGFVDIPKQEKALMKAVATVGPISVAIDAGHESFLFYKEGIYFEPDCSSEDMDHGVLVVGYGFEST
Target sequence (P07711 292-333 limits assumed): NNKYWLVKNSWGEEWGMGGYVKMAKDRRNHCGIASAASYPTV
CatG inh = human cathepsin G inhibitors, primary screen, biochemical, pooled compound mixtures, AMC fluorescence; purified enzyme, AMC-tetrapeptide fluorescence; inhibition, % at 5 µM (by protocol); 0.2% of 62,000 active;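 active = inhibition above 20% in each of the two mixture wells holding the compound; inactive = inhibition of 20% or less in either well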;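 note: 0% = enzyme control without mixture and 100% = blank lacking enzyme; strong numbers were not always called active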
Active calls of the source: *; . = no result given. Cut-off read from the data, not from the text of the source, unless noted: active = inhibition above about 20% (passing the limit was not always enough); inactive = the rest. The list is partial; rates above refer to the full screens.

The opening 2 compounds, to show the layout:
1: Cc1ccc(S(=O)(=O)N2c3ccc(S(N)(=O)=O)cc3CC2C)cc1 (stereo not given)
2: CCCCC(=O)Nc1ccc(NC(=O)c2cc(OC)c(OC)c(OC)c2)cn1
assay / compound	1	2
FXIa inh mix	10	2
C1s inh	12	-31
FXIIa mix inh	7	-10
A340 absorber	0.99	0.97
CatB inh	2	0
CatB mixtures	0	6
CatS block	-8	3
CatL inh	8	17
CatG inh	27	3

Results, from the first entry:
1: Cc1ccc(S(=O)(=O)N2c3ccc(S(N)(=O)=O)cc3CC2C)cc1 (stereo not given)
2: CCCCC(=O)Nc1ccc(NC(=O)c2cc(OC)c(OC)c(OC)c2)cn1
3: CC(C)CN(C(=O)COC(=O)CCc1c[nH]c2ccccc12)C1CCS(=O)(=O)C1 (stereo not given)
4: CCOC(=O)N1CCN(C(=O)CCn2nc(-c3ccccc3)ccc2=O)CC1
5: Cc1ccc(S(=O)(=O)/N=C(\CN2CCCCC2)N2CCOCC2)cc1
6: COc1cc2nc(CN3C(=O)c4ccccc4C3=O)oc(=O)c2cc1OC
assay / compound	1	2	3	4	5	6
FXIa inh mix	10	2	1	10	14	10
C1s inh	12	-31	16	5	0	-15
FXIIa mix inh	7	-10	1	5	8	9
A340 absorber	0.99	0.97	1	1	1	1.1
CatB inh	2	0	1	-1	-3	9
CatB mixtures	0	6	2	-1	4	5
CatS block	-8	3	4	5	14	11
CatL inh	8	17	15	6	1	13
CatG inh	27	3	13	8	0	18

7: Cc1c(Cl)cccc1Nc1ccccc1C(=O)O
8: O=C1CCC(C(=O)O)(c2ccccc2)C1 (stereo not given)
9: O=C(Nc1cccnc1)c1cnn2cccnc12
10: COCCOC(=O)C1=C(C)Nc2nc(C)nn2C1c1ccccc1 (stereo not given)
11: COCCNS(=O)(=O)c1cccc2cccnc12
12: CC(=O)N1CCc2cc(S(=O)(=O)N3CCOCC3)ccc21
assay / compound	7	8	9	10	11	12
FXIa inh mix	10	8	4	-1	-2	9
C1s inh	15	27	13	-19	-3	0
FXIIa mix inh	5	10	-2	-16	10	-1
A340 absorber	1	0.96	1.1	1	1	1.1
CatB inh	1	0	5	8	7	3
CatB mixtures	1	7	4	4	1	2
CatS block	1	4	0	30	8	9
CatL inh	-3	-4	9	-3	.	14
CatG inh	10	0	12	-7	4	1

13: COc1cccc(NC(=O)N2CCCC(C(=O)Nc3ccccc3OC)C2)c1 (stereo not given)
14: COc1ccc(OCC(O)Cn2c(=N)n(CCN3CCOCC3)c3ccccc32)cc1 (stereo not given)
15: CC1(C)CC(=O)C2=C(C1)OC(N)=C(C#N)C2c1ccsc1 (stereo not given)
16: CCn1c(SCC(=O)Nc2ccc3c(c2)OCCO3)nnc1-c1ccccn1
17: O=C(Nc1ccc(-c2nnco2)cc1)c1ccccc1
18: CC(=O)Nc1ccc2c(c1)CCC2=O
assay / compound	13	14	15	16	17	18
FXIa inh mix	7	3	0	1	5	8
C1s inh	8	-18	12	-30	4	-8
FXIIa mix inh	4	-8	9	10	3	4
A340 absorber	1	1	1.1	1	1	1
CatB inh	0	-2	7	-7	6	3
CatB mixtures	4	3	4	1	3	-1
CatS block	4	-3	17	0	2	-6
CatL inh	16	0	11	3	-5	-6
CatG inh	11	0	12	-2	9	-5

19: N#Cc1c(-c2ccco2)cc(-c2ccc(F)cc2)nc1N
20: COc1ccc(S(=O)(=O)N2CCCC2C(=O)Nn2cnnc2)cc1 (stereo not given)
21: CCn1c(C(=O)N2CCC(Cc3ccccc3)CC2)cc2sccc21
22: O=C(CCc1nc(-c2ccccc2)no1)NCc1ccco1
23: O=S(=O)(NCc1ccc(Cl)cc1)c1cnc[nH]1
24: CCOC(=O)N1CCN(c2nc3ccccc3nc2C(C#N)C(=O)NCCc2ccccc2)CC1 (stereo not given)
assay / compound	19	20	21	22	23	24
FXIa inh mix	-5	8	-3	-6	5	1
C1s inh	-27	2	4	-34	5	3
FXIIa mix inh	5	7	1	-1	3	0
A340 absorber	1	0.98	1	0.97	0.98	1.1
CatB inh	-1	-2	3	7	5	2
CatB mixtures	-1	6	4	3	3	1
CatS block	-6	-2	-3	-5	17	1
CatL inh	-103	-2	-2	7	28	11
CatG inh	3	3	10	7	-36	3

Single entries from the results shown.
CCOC(=O)N1CCN(c2nc3ccccc3nc2C(C#N)C(=O)NCCc2ccccc2)CC1 (stereo not given) @ CatS block = 1
COc1ccc(S(=O)(=O)N2CCCC2C(=O)Nn2cnnc2)cc1 (stereo not given) @ CatS block = -2
N#Cc1c(-c2ccco2)cc(-c2ccc(F)cc2)nc1N @ CatS block = -6

(continued)
25: N#Cc1cc2c(nc1SCC(=O)N1CCCCC1)CCCCC2
26: Cc1nnc(N2CCN(Cc3ccccc3)CC2)[nH]c1=O
27: NC(=O)c1ccccc1NC(=O)c1ccccc1F
28: CCn1c(=O)cc(SCC(=O)N2CCN(c3ccccn3)CC2)c2ccccc21
29: CCOc1ccc(C(=O)Nc2nnc(C)s2)cc1OCC
30: CCOC(=O)N1CCN(C(=O)COc2cc(=O)n(CC)c3ccccc23)CC1
assay / compound	25	26	27	28	29	30
FXIa inh mix	1	9	9	9	0	9
C1s inh	-6	3	-5	-32	4	2
FXIIa mix inh	1	8	2	8	2	7
A340 absorber	1	1	1	1.1	1.1	0.98
CatB inh	2	-3	1	-8	3	-5
CatB mixtures	3	-1	4	8	-1	5
CatS block	3	12	9	6	-5	1
CatL inh	-4	18	16	3	-5	6
CatG inh	6	7	2	0	-9	0

31: CC(=O)c1cccc(NC(=O)C2CCCN(S(=O)(=O)c3ccccc3)C2)c1 (stereo not given)
32: Cc1cccc(N2CCN(C(=O)CCNC(=O)Cn3ccc4ccccc4c3=O)CC2)c1C
33: CCC1CCCCN1CC(=O)Nc1cc(C)nn1-c1nc(C)cc(C)n1 (stereo not given)
34: CC1(C)CC(=O)C2=C(C1)OC(c1ccncc1)C(C#N)=C2N (stereo not given)
35: CCOC(=O)C1=C(C)N=C2SC(C)C(=O)N2C1c1ccc(OCC)c(OCC)c1 (stereo not given)
36: CC(c1ccccc1)C1NC(C(=O)O)CS1 (stereo not given)
assay / compound	31	32	33	34	35	36
FXIa inh mix	-1	1	7	6	-12	-4
C1s inh	-20	11	13	-1	-13	-29
FXIIa mix inh	5	-10	6	3	-18	6
A340 absorber	1	1	0.98	1	1	1
CatB inh	-1	2	5	-8	1	6
CatB mixtures	2	5	1	3	-3	3
CatS block	10	44	6	-6	8	-5
CatL inh	-1	-6	9	-7	7	8
CatG inh	-2	9	9	-1	5	7

37: O=C(NCc1ccc2c(c1)OCO2)C1CC(=O)N(C2CCCCCC2)C1 (stereo not given)
38: CC1Cc2ccccc2N1S(=O)(=O)c1cccc(C(=O)NCCCO)c1 (stereo not given)
39: O=C(O)C1C2C=CC(C2)C1C(=O)NCc1ccoc1 (stereo not given)
40: CC(=O)C1=C(O)C(=O)N(CCc2c[nH]c3ccccc23)C1c1cccc(O)c1 (stereo not given)
41: CC(C)c1ccc(-c2nc(N3CCCCC3)[nH]c(=O)c2C#N)cc1
42: O=C(CSc1ncn[nH]1)Nc1ccccc1C(=O)O
assay / compound	37	38	39	40	41	42
FXIa inh mix	12	6	0	6	1	9
C1s inh	17	5	-5	9	-17	2
FXIIa mix inh	-19	-19	0	-18	2	4
A340 absorber	1	0.99	0.99	1.1	1	0.98
CatB inh	7	0	-3	2	7	0
CatB mixtures	4	0	-2	5	7	8
CatS block	12	9	8	-2	22	15
CatL inh	2	10	8	6	-2	5
CatG inh	10	11	2	10	-7	2

43: N#CCCSc1ncnc2c1oc1ccccc12
44: NC(=O)CN1CCN(C(=O)NC2CCCCC2)CC1
45: COc1ccc(/C(O)=C2/C(=O)C(=O)N(c3ncccn3)C2c2ccc(OC)c(OC)c2)cc1 (stereo not given)
46: O=C(NCCc1ccccc1)c1cccnc1N1CCCCCC1
47: Cc1[nH]c(=O)[nH]c(=O)c1S(=O)(=O)NCC12CC3CC(CC(C3)C1)C2
48: O=C(NCc1cn2ccsc2n1)Nc1cccc(Cl)c1
assay / compound	43	44	45	46	47	48
FXIa inh mix	8	3	5	11	2	-9
C1s inh	3	2	6	7	-16	-61
FXIIa mix inh	-3	5	5	-6	10	12
A340 absorber	1	1	1.1	1	1	1
CatB inh	4	4	-2	-1	3	2
CatB mixtures	5	1	1	8	0	-4
CatS block	2	-16	1	4	15	-11
CatL inh	7	5	11	-12	3	-4
CatG inh	16	7	11	4	-2	-1

49: CC(C(=O)NCc1ccco1)n1nc(-c2ccccc2)c2cc(Cl)ccc21 (stereo not given)
50: CC(C)C(NC(=O)C1CCCCC1)C(=O)NC1CCN(Cc2ccccc2)CC1 (stereo not given)
51: Cc1ccc(S(=O)(=O)c2nc(C(C)(C)C)oc2N2CCOCC2)cc1
52: CCCCOc1ccccc1NC(=O)CC1Nc2ccccc2NC1=O (stereo not given)
53: CCCc1cc2c(c(NC(C)=O)n1)c(=O)oc1ccccc12
54: Cc1ccc(CC2CC(=O)N(c3ccc(Cl)cn3)C2=O)cc1 (stereo not given)
assay / compound	49	50	51	52	53	54
FXIa inh mix	-4	0	4	-1	-3	1
C1s inh	-36	-6	16	-20	-36	14
FXIIa mix inh	0	7	-1	0	-17	-15
A340 absorber	1.1	0.98	0.99	1.2	1.1	1
CatB inh	7	-6	1	0	7	3
CatB mixtures	-3	2	3	-1	-5	5
CatS block	38	6	1	-8	-20	0
CatL inh	.	5	3	-4	8	3
CatG inh	5	-2	8	-11	0	12

55: CCOC(=O)CSc1nc2cccnc2n1-c1ccc(F)cc1
56: CCOC(=O)Cc1nnc(NC(=O)CC)s1
57: Cc1cccc(Cn2cnc3c(nnn3Cc3ccccc3F)c2=O)c1
58: O=C(Nc1nc(NC(=O)c2ccco2)n(-c2ccccc2)n1)c1ccccc1
59: CCn1c2ccccc2c2nnc(SCc3ccccc3)nc21
60: O=C(CSc1nnc(-c2cnccn2)n1Cc1ccco1)Nc1ccc(Br)cc1
assay / compound	55	56	57	58	59	60
FXIa inh mix	0	-12	7	4	-3	4
C1s inh	4	-84	12	-1	4	45
FXIIa mix inh	3	-14	38	1	-19	8
A340 absorber	0.98	1	0.99	1.1	1.1	0.99
CatB inh	8	2	9	2	6	4
CatB mixtures	5	-2	2	3	1	3
CatS block	18	-12	-9	-9	10	14
CatL inh	3	-9	-4	-6	19	.
CatG inh	3	-19	8	4	9	13

61: Cc1cc(S(=O)(=O)Nc2c(C(=O)O)[nH]c3ccccc23)ccc1F
62: COc1ccc2nnc(-c3ccccc3)n2n1
63: Cn1c(=O)c2c(nc(-n3ccnc3)n2C)n(C)c1=O
64: COC(=O)C(CC(=O)Nc1cc(C)ccc1C)Nc1ccccc1OC (stereo not given)
65: Cc1ccc(-n2c(SCC(N)=O)nnc2-c2cccnc2)c(C)c1
66: CCN(CCNC(=O)C1CCN(Cc2nc(-c3cccc(Cl)c3)oc2C)CC1)c1ccccc1
assay / compound	61	62	63	64	65	66
FXIa inh mix	8	-4	0	-6	3	-33
C1s inh	5	3	-1	4	-4	-153
FXIIa mix inh	4	8	12	-14	1	4
A340 absorber	1	1	0.99	0.99	1	1
CatB inh	3	0	1	3	1	1
CatB mixtures	1	-4	-2	2	5	-3
CatS block	-21	3	13	7	-2	-18
CatL inh	4	.	0	21	1	0
CatG inh	6	0	3	1	-4	-11
